Source: PubChem BioAssay
MmCpn inh: blocks the Methanococcus maripaludis chaperonin Mm-Cpn. purified Mm-Cpn ATPase, ADP Transcreener TR-FRET. Potency, µM (top dose mostly 76.9 µM), without a hit: top-dose activity, negative = inhibition, most hits filed as inhibitors. 330,000 tested, 0.031% active. AID 504842; further: potency means the concentration at half of the fitted maximal effect; on the % scale 0 is the no-effect control and ±100 the full control effect; nearly all actives have a fitted effect of over 80% in size
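Measured: ADP formation by purified Mm-CPN. Conditions: 25 nM protein, 10 uM ATP, Tris pH 7.4 with Mg2+, K+ and DTT, 37°C for 30 min. Detection: Transcreener HTRF after 30 min at room temperature.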
D3 ag: D3 dopamine receptor (human) agonism; P35462; D3R DiscoveRx beta-arrestin cells, luminescence, 90 min; max activation, %; 410,000 tested, 0.58% active; AID 652048; in the data active means max activation above about 30%; further: 0% is about no effect; mostly tested at two doses, the higher about 12 µM
Target sequence (P35462 whole entry, looked up): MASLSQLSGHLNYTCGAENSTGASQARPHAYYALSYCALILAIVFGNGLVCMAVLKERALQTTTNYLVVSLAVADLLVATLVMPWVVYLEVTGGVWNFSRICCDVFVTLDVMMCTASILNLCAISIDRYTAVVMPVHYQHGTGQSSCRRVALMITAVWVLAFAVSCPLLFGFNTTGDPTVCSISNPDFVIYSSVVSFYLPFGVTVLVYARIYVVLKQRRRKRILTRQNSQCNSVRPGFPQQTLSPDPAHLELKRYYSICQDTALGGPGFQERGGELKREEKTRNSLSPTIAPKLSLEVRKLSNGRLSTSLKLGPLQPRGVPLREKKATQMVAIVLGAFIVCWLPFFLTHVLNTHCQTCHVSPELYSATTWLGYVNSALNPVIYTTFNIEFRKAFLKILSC
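Agonist-mode cell screen: cells plated at 1500/well and incubated overnight at 37 °C, then exposed to library compounds for 90 min at 37 °C. Detection reagent was added for 30–60 min at room temperature, and luminescence was read.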
DRD3 antagonist: blocks the human D3 dopamine receptor; P35462; D3R cells, DiscoveRx beta-arrestin luminescence, antagonist mode; hits give low values; max response, negative = inhibition, %; 360,000 tested, 2.5% active; AID 652054; in the data active means max response below about -50%; inconclusive means no clear call, values can overlap the other calls; further: on the % scale 0 is the no-effect control and ±100 the full control effect; mostly tested at two doses, the higher about 12 µM
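Cells plated overnight at 1500 cells/well, then exposed to library compounds with dopamine controls for 90 minutes at 37 degrees C. DiscoveRx reagent added for 30–60 minutes at room temperature; luminescence read, quantitative HTS format.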
EPAC2 ag: activates human EPAC2 exchange factor; Q8WZA2; EPAC2 activation, biochemical qHTS; response scale: 100% = 6.5 mM cAMP response; Potency, µM (titrated, usually from 154 µM), inactives show at the highest dose activation, actives largely listed as activators; 360,000 tested, 0.079% active; AID 720711; further: potency means the concentration at half of the fitted maximal effect; nearly all actives have a fitted effect of over 50% in size
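Setup: EPAC2 100 nM, labeled Rap1B complex 250 nM, free GDP 50 uM. Compound titrations pinned in, brief spin, 5 min room temperature incubation. Kinetic fluorescence read over 30 min, normalized to 6.5 mM cAMP.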
pAkt inh: inhibitors of Akt phosphorylation. Neuro2A IGF-stimulated pAkt S473 HTRF, 20 min; hits give low values. activity change, % for hits at 50 µM. 360,000 tested, 0.32% active. AID 651550; in the data active means activity change below about -80%; inconclusive means mostly about -51% to -80%; further: on the % scale 0 is the no-effect control and ±100 the full control effect
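Neuro2A cells in DMEM with 0.5% FBS, overnight at 37 deg C, given compound at single 50 µM final, then IGF (6 nM final) for 20 min at 37 deg C. Lysed; phospho-Akt Ser473 by HTRF after 24 h, 665/615 ratio.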
EPAC2 antagonist: blocks human EPAC2 exchange factor; Potency, µM (highest dose often 114 µM), for the others: at the top dose activity, negative = inhibition, most hits filed as inhibitors; EPAC2 GEF exchange of Rap1B-BODIPY-GDP, fluorescence; Q8WZA2; 360,000 tested, 0.18% active; further: potency means the concentration at half of the fitted maximal effect; on the % scale 0 is the no-effect control and ±100 the full control effect; nearly all actives have a fitted effect of over 45% in size; many of its hits are not listed in these tables
PTHR1 agonist: PTHR1 (human) receptor agonism | Potency, µM (doses to about 115 µM), for inactives: top-dose activation, most hits filed as activators | 410,000 tested, 0.075% active | HEK293 GP2 PTHR1 cells, GloSensor cAMP luminescence, 1 h | Q03431; further: potency means the concentration at half of the fitted maximal effect; nearly all actives have a fitted effect of over 55% in size; some results filed as inactive show a strong effect at the top dose; inactives centre near -15; many of its hits are not listed in these tables
Target sequence (Q03431 whole entry, looked up): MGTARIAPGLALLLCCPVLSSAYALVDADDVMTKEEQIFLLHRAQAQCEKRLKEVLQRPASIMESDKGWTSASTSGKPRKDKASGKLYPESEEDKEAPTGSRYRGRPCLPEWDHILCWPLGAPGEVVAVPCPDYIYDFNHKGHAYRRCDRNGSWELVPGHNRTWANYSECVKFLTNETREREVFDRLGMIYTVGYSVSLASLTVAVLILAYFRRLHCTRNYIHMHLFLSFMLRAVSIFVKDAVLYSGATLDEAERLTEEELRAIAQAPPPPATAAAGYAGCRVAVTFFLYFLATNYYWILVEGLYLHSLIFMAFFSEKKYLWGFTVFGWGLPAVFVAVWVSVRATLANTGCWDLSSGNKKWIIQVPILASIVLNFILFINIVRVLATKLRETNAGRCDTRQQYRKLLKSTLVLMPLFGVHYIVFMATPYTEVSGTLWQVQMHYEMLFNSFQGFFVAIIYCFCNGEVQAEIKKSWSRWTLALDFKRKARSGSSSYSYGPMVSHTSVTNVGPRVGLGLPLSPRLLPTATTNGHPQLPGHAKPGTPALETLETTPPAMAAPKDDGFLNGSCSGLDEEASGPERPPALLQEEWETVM
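HEK-293-derived GP2 cells expressing PTHR1 and a GloSensor cAMP reporter, 3,000/well, plated overnight, given luciferin plus IBMX (each 0.5 mM as added) for 1 h at 37 °C, then compound for 1 h at 37 °C. Luminescence was read after 15 min at room temperature.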
CCT chaperon mod: cytosolic chaperonin activity modulation | AID 651819 | purified chaperonin ATPase assay, HTRF ADP detection, 30 min | 360,000 tested, 0.3% active | activity change, % (concentration not given with the values), hits read low; in the data active means activity change below about -30%; further: on the % scale 0 is the no-effect control and ±100 the full control effect
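ATPase activity: ADP formed was measured by HTRF Transcreener (665/615 nm ratio) after 30 min at 37 deg C with 10 uM ATP. Compounds screened at one 76 uM concentration against 40 or 20 nM TRiC in Tris pH 7.4/KCl/MgCl2/DTT buffer.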
Starred values were filed as active, the others as inactive; i = inactive; u = inconclusive; x = no result given; & = joins results of further samples; [ ] = remark or other dose. Unless noted, the call rests on the fitted dose curve; in most records, active means well fitted curve in the direction sought with a large enough effect; inconclusive means small, poorly fitted or top-dose-only effect, or another doubt; inactive means no such curve, though single readings can be large; an effect the other way counts as inactive or inconclusive.

item	Structure	MmCpn inh	D3 ag	DRD3 antagonist	EPAC2 ag	pAkt inh	EPAC2 antagonist	PTHR1 agonist	CCT chaperon mod
1	COC(=O)c1cc(S(=O)(=O)N2CCN(c3ccccc3)CC2)c[nH]1	0%	-8	-4	3%	i	-3%	-7%	0.0
2	COc1ccc2c(c1)OC[C@H]1[C@@H]2N2C(=O)[C@@H](C)NC(=O)[C@@]2(C)[C@H]1c1ccccc1	-1%	0	-7	18%	i	5%	-18%	-1.9
3	CC1(C(=O)NS(=O)(=O)c2cccc(C#N)c2)CCN1C(=O)C1CCCCC1 (stereo not drawn)	x	-1	-12	1%	i	-1%	-19%	0.5
4	O=Cc1c[nH]c2ccc(NC(=O)OCc3ccccc3)cc12	x	-3	0	3%	i	-12%	1%	-0.3
5	COc1ccccc1NC(=O)CSc1nnc(NC(=O)C2CCC2)s1	2%	-10	2	-1%	i	-10%	-30%	-2.3
6	CC(C)(C)C(=O)c1c(N)[nH]c(C(=O)c2ccccc2)c1-c1c(F)cccc1F	x	0	-5	10%	i	2%	-33%[inhibitor]	-0.1
7	COc1ccccc1-c1cc2nc(NCc3cccc(Cl)c3)ccn2n1	x	0	8	22%	i	3%	-47%[inhibitor]	-3.3
8	Cc1cc(C(F)(F)F)c(C#N)c(Sc2ccccc2)n1	-1%	3	-13	14%	i	-8%	i	0.6
9	CCCC(c1nnnn1CCc1ccccc1)N1CCN(C(=O)c2ccco2)CC1 (stereo not drawn)	-3%	-18	-51*	-3%	i	-4%	i	-1.9
10	COc1ccc([N+](=O)[O-])cc1NC(=O)Cn1ccsc1=N	0%	-17	u	2%	i	9%	i	0.8
11	Cn1cccc1/C=C1/SC(=O)N(CC(=O)N2CCCC2)C1=O	-1%	-2	-3	-4%	i	5%	-78%[inhibitor]	1.8
12	CCn1cnc2sc(C(=O)Nc3ccccc3OC)c(C)c2c1=O	-24%	3	-20	10%	i	8%	12%	-1.4
13	O=C1Nc2cc(Cl)cnc2N2CCCC12 (stereo not drawn)	0%	-4	-24	1%	i	20%	28%	-1.8
14	Cc1ccc(NC(=O)CSC(C)C(=O)OCC(=O)N2CCN(C(=O)c3ccco3)CC2)cc1 (stereo not drawn)	-1%	-21	u	10%	i	21%	-8%	2.0
15	CC1=C(C(=O)OC2CCCCCCC2)C(c2cc3c(cc2Br)OCO3)CC(=O)N1 (stereo not drawn)	0%	0	13	4%	i	-8%	-1%	-1.4
16	Oc1ccc(CN2CCC(Cc3ccccc3)CC2)c2cccnc12	0%	-21	-88*	5%	i	-10%	1%	-0.1
17	COCC[N+]1(C)CCCCC1	2%	11	-18	9%	i	-12%	i	-3.0
18	Cc1ccc(-n2nnnc2SCC(=O)c2cc(C)n(CC3CCCO3)c2C)cc1 (stereo not drawn)	1%	0	-6	-9%	i	-3%	-9%	-0.8
19	Cc1ccc(-c2cc(-c3ccccc3)nc(N(C)N)n2)cc1	-1%	3	-10	8%	i	-17%	0%	-0.7
20	CC1=C(C(=O)N(C(C)C)C(C)C)CC(CC(=O)NC2CCCC2)C(=O)N1CCC1=CCCCC1 (stereo not drawn)	x	1	4	4%	i	u	i	0.3
21	O=C(Nc1ccc(OC(=O)c2ccco2)cc1)c1ccco1	-1%	1	-19	7%	i	-3%	-7%[57.5 µM]	-1.1
22	CC(C)(C)NC(=O)N1CCC(CO)(Cc2ccccc2Cl)CC1	-27%	2	-10	-7%	i	-6%	i	-2.1
23	CC1CCN(c2c(NCC3CCC(C(=O)NC4CCCCCC4)CC3)c(=O)c2=O)CC1 (stereo not drawn)	2%	1	5	5%	i	-8%	i	-1.0
24	Cc1oc(-c2ccc(Cl)cc2)cc1C(=O)/C(C#N)=C/Nc1cccc(OC(F)(F)F)c1	-2%	4	-7	1%	i	-4%	i	-3.0
25	C#CCOCCOCCOCCNc1nc(N2CCN(C(=O)[C@H](CCCCN)n3cc(CCCC)nn3)CC2)nc(N2CCN(C(=O)[C@H](CCCCN)n3cc(CCCC)nn3)CC2)n1	-1%	-22	-20	4%	i	5%	-24%	-8.6
26	CCOC(=O)CSC1=C(C#N)C(C)C2=C(CCCC2=O)N1 (stereo not drawn)	-3%	-1	24	3%	i	9%	5%[57.5 µM]	-0.9
27	COc1ccc(-c2coc3c(C)c4oc(=O)c(CC(=O)O)c(C)c4cc23)cc1	0%	1	-7	10%	i	u	-2%	0.2
28	O=C(COc1ccc(C(=O)NCc2cccnc2)cc1)Nc1cccc(C(F)(F)F)c1	0%	-1	22	3%	i	-3%	-42%[inhibitor]	-4.0
29	COc1cc(NC(=O)CN(c2cc(C)cc(C)c2)S(=O)(=O)c2c(C)[nH]c(=O)[nH]c2=O)cc(OC)c1	-5%	-8&-9	12	0%	i	9%	-20%&-11%	-13
30	CN(C)S(=O)(=O)N(CC(=O)N1CCC(Cc2ccccc2)CC1)c1ccccc1	-2%	3	3	12%	i	-19%	-12%	-0.9
31	O=C(CNS(=O)(=O)c1ccc2c(c1)OCCCO2)N1CCN(c2ccc(F)cc2)CC1	0%	4	5	3%	i	1%	-32%[inhibitor]	2.9
32	O=C(COc1ccc2ccccc2c1)NNC(=O)c1ccccc1	-2%	6	-13	5%	i	13%	-7%	2.1
33	O=S(=O)(O)c1nc2ccccc2n1CCOc1ccccc1	0%	2	u	-3%	i	1%	-4%[57.5 µM]	-0.7
34	CCCc1cc(=O)[nH]c(NCCc2ccccc2)n1	0%	-4	6	6%	i	3%	i	-0.7
35	COc1cc2c(cc1NC(=O)c1cccc(F)c1)CCCC2	1%	-2	3	21%	i	-6%	i	-1.4
36	CN(NC(=O)Nc1ccc(Cl)cc1)c1c(Cl)c(Cl)nn1C	0%	11	1	2%	i	-11%	-33%	-1.4
37	O=C(CSc1nnc(-c2cccnc2)n1C1CCCCC1)NC1CCCC1	-5%	-5	6	1%	x	11%	i	-0.6
38	N#CCOC(=O)c1c2c(nc3ccccc13)CCC2	3%	-1	3	-1%	i	-8%	-67%[inhibitor]	0.2
39	CCC[C@@H](CN1CCC[C@H]1CN1C(N)=NC[C@H]1CC(C)C)N1C[C@@H]([C@H](C)CC)N(CCCC2CCCC2)C1=N	-3%	-42	-15	10%	i	0%	-16%	1.0
40	Cc1ccc(/C=c2\s/c(=C(/C#N)C(=O)N3CCCC3)n(Cc3ccco3)c2=O)s1	0%	-2	u	24%	i	-8%	-22%[57.5 µM]	1.7
41	CCOc1ccc2nc(SCC(=O)NCc3ccccc3)[nH]c2c1	1%	1	7	4%	i	2%	-3%	1.1
42	O=C(O)CCc1ccc(-c2cccs2)n1CCC(=O)O	-4%	7	-17	-2%	i	7%	-24%	-1.6
43	NC(=O)c1c(NC(=O)CN2CCOCC2)sc2c1CCC2	2%	-5	0	10%	i	13%	-1%	-0.5
44	COc1ccccc1-c1cnc2c(c1)C(=O)N([C@@H](C)CO)C[C@@H](C)[C@H](CN(C)C(=O)c1cccnc1)O2	x	9	33	11%	i	-16%	-21%	1.1
45	c1ccc(C(c2nnnn2C2CCCC2)N2CCN(c3ccccc3)CC2)cc1 (stereo not drawn)	-1%	3	-7	13%	i	-1%	-16%	-2.2
46	O=C(CCCN1C(=O)c2ccccc2C1=O)Oc1ccc(Cl)cc1	1%	-2	-19	14%	i	2%	i	-0.1
47	CC(NC(=O)CCCOc1ccc(Cl)cc1)c1ccccc1 (stereo not drawn)	2%	-2	3	4%	i	9%	0%	1.9
48	Cc1cccc(C)c1NC(=O)CN(C)C(=O)c1ccccc1OCc1ccc(F)cc1	-1%	-2	-7	3%	i	-1%	i	1.1
49	CCc1nc2ccc(C(=O)NCCCn3ccnc3)cn2c1N(C)CCCc1ccccc1	x	-15	u	12%	i	-18%	-17%	0.1
50	CSCCC(NS(=O)(=O)c1ccccc1F)C(=O)NNC(=O)c1csc(N2CCOCC2)n1 (stereo not drawn)	1%	8	-14	2%	i	-5%	-1%	-0.7
51	COc1ccc(C(CNC(=O)c2cccc(S(=O)(=O)NCc3ccccc3)c2)N(C)C)cc1 (stereo not drawn)	1%	-25	-71*	0%	i	4%	i	-1.3
52	COc1ccc(/C=N/NC(=O)c2cc(-c3cccc(C)c3)nc3ccccc23)cc1O	x	3	11	16%	i	-4%	i	-6.8
53	CCc1cc(C(c2ccncc2)N2CCN(C)CC2)c(NC(=O)c2ccccc2)s1 (stereo not drawn)	2%	2	17	-12%	i	8%	i	0.3
54	Cc1ccc(NC(=O)COc2ncnc3cc([N+](=O)[O-])ccc23)cc1S(=O)(=O)N1CCOCC1	0%	-3	14	19%	i	-4%	-6%	-5.0
55	Cn1c(Cc2cccs2)nnc1SCc1nc2ccccc2[nH]1	1%	-6	20	10µM*	x	14%	-4%[57.5 µM]	-1.1

Entries of single compounds from above. Order of screens: MmCpn inh, D3 ag, DRD3 antagonist, EPAC2 ag, pAkt inh, EPAC2 antagonist, PTHR1 agonist, CCT chaperon mod
Shown for `CCc1nc2ccc(C(=O)NCCCn3ccnc3)cn2c1N(C)CCCc1ccccc1` : x, -15, u, 12%, i, -18%, -17%, 0.1
Shown for `CC(NC(=O)CCCOc1ccc(Cl)cc1)c1ccccc1` (stereo not drawn) : 2%, -2, 3, 4%, i, 9%, 0%, 1.9
Shown for `Cc1cccc(C)c1NC(=O)CN(C)C(=O)c1ccccc1OCc1ccc(F)cc1` : -1%, -2, -7, 3%, i, -1%, i, 1.1
Shown for `COc1ccc(C(CNC(=O)c2cccc(S(=O)(=O)NCc3ccccc3)c2)N(C)C)cc1` (stereo not drawn) : 1%, -25, -71*, 0%, i, 4%, i, -1.3
Shown for `O=C(CCCN1C(=O)c2ccccc2C1=O)Oc1ccc(Cl)cc1` : 1%, -2, -19, 14%, i, 2%, i, -0.1

An excerpt, so the mix of outcomes need not match the whole.
